GPR151 ag = activators of human GPR151, primary screen, cell-based, PathHunter beta-arrestin, luminescence; G-protein coupled receptor 151 (Homo sapiens), Q8TDV0; PathHunter beta-arrestin GPR151 cells; activation, % at 11.2 µM; 650,000 tested, 1% active; in the data active means activation above about 4.9%;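 further: 0% = median of compound wells and 100% = cells with positive control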
Target sequence (Q8TDV0 whole entry, looked up): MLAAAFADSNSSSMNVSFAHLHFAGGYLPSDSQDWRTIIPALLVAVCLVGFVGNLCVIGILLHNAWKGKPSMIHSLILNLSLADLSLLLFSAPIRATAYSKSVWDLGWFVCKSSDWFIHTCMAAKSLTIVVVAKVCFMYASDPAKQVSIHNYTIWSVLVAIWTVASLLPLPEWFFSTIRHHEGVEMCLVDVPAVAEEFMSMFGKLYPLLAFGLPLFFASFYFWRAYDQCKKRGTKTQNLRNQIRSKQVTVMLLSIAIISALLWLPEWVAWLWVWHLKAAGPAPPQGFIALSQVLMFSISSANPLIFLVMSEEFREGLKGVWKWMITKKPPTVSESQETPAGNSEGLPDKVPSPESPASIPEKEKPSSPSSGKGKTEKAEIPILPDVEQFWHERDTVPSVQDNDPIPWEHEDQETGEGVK
MITF primary = MITF inhibitors, primary screen, biochemical, AlphaScreen, human; AlphaScreen MITF homodimerization, bead proximity signal; inhibition, % at 2.6 µM; 650,000 tested, 0.91% active; in the data active means inhibition above about 50%;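 further: 0% = vehicle wells with protein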
TEAD-YAP inh = TEAD-YAP interaction inhibition, primary screen, TEAD-YAP interaction inhibitor project, luminescence, HEK-TIYL cells. TEAD-Gal4/YAP UAS-luciferase luminescence. inhibition, % at 9.12 µM. 640,000 tested, 1.4% active. AID 1259422, 2018; in the data active means inhibition above about 32%;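 further: 0% = median of test compound wells and 100% = reference inhibitor wells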
FBW7 activator = FBW7 E3 ligase activators, primary screen, biochemical, AlphaScreen, human; F-box/WD repeat-containing protein 7 (Homo sapiens), Q969H0; AlphaScreen FBW7–phospho-cyclin E peptide binding, activator screen; normalized activity (activation), % at 26.1 µM; 650,000 tested, 0.13% active; in the data active means normalized activity above about 1.9%;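 further: purified mutant Fbw7 with reduced substrate affinity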
Target sequence (Q969H0 whole entry, looked up): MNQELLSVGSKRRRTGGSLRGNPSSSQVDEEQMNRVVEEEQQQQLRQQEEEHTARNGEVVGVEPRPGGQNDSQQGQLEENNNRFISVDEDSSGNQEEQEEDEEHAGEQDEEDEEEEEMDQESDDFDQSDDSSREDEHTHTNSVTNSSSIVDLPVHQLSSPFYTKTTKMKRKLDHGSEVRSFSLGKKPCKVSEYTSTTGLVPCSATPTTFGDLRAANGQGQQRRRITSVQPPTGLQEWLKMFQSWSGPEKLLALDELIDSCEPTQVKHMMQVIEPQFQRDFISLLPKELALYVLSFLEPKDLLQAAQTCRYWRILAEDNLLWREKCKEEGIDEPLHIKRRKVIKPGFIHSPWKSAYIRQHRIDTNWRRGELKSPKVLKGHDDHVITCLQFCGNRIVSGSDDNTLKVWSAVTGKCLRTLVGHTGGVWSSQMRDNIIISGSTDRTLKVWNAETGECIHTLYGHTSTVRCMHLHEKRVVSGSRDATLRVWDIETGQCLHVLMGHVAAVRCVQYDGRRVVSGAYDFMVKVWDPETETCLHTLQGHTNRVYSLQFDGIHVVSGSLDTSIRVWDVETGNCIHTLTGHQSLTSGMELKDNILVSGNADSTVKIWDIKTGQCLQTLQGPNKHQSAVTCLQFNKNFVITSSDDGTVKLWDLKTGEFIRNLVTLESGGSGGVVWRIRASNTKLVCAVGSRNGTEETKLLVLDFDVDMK
An asterisk follows results filed as active. Outcome played no part in choosing rows. About 3.5% of those tested had a hit in this group.

SMILES	GPR151 ag	MITF primary	TEAD-YAP inh	FBW7 activator
CCOC(=O)c1c(/N=C/c2c(O)[nH]c(=O)[nH]c2=O)sc(C(=O)OC)c1CC(=O)OC	1.4	5	-7	-0.2
CCC(c1nnnn1CCOC)N(CCCO)Cc1cc2cc(C)ccc2[nH]c1=O (centres undefined)	0.7	-13	-3	0.6
Cc1oc2c(CN(C)C)c(O)ccc2c(=O)c1-c1ccc2c(c1)OCCO2	-0.2	12	4	0.0
C=CCn1c(SCC(=O)Nc2nc3ccccc3s2)nc(O)cc1=O	-0.3	67*	-3	0.2
COc1ccc(-c2nn3c(-c4ccccc4)nnc3s2)cc1OC	0.1	10	-3	0.1
CC(=O)Nc1ccc(N2C(=O)CSC2c2ccc(F)cc2)cc1 (centres undefined)	1.5	-2	-6	0.0
Cc1cc(NS(=O)(=O)c2ccccc2)c(Br)c(C)c1O	-0.5	15	6	0.0
CC(C)c1[nH]nc2c1C(c1ccc([N+](=O)[O-])cc1)C(C#N)=C(N)O2 (centres undefined)	-0.1	13	6	0.2
CCOc1ccc2nc(NCCCNC(=O)c3cnccn3)c(C#N)cc2c1	-0.6	-10	-7	-0.2
CC(C)(C)n1nc2c(c1NC(=O)c1cccc(Cl)c1)CSC2	-0.1	4	-9	0.3
Cc1ccc(CN2CCN3C(=O)[C@H]([C@@H](C)OCc4ccccc4)NC(=O)[C@H]3C2)cc1C	0.1	1	-8	0.0
COCc1nnc(NC(=O)COc2ccc(Cl)cc2Cl)s1	1.1	6	0	-0.1
O=C(Nc1ccc(Oc2ccccc2)cc1)Nc1ccc([N+](=O)[O-])cc1	1.9	-2	0	0.0
CC(c1ccon1)N(C)C(=O)CCc1nnc(C2(c3ccc(Cl)cc3)CCC2)o1 (centres undefined)	-0.9	-10	-41	-0.1
c1ccc2c(N3CCCCCC3)ncnc2c1	-0.4	-1	5	0.0
COc1cccc(-c2nc3ccccc3c(=O)n2NC(=O)Cc2ccc([N+](=O)[O-])cc2)c1	-0.8	-5	5	-0.1
O=C(CSc1nnc(-c2cccs2)n1-c1ccccc1)NNC(=O)c1cccs1	2.5	3	-3	0.0
O=[N+]([O-])c1ccccc1Cc1nc(-c2ccc(Br)cc2)no1	0.4	-4	-10	-0.3
Cc1ccccc1OCC(=O)OCc1cc(-c2cc3ccccc3o2)on1	-1.0	11	-1	-0.1
CCOc1cc(/C=C2/C(=N)N3N=C(C(C)C)SC3=NC2=O)ccc1OCCOc1ccc(C)c(C)c1	-0.3	27	11	0.4
CCCCN(C)C(=O)c1nc2ccccn2c1CN1CCN(CCOC)CC1	2.4	-10	-3	0.1
COc1cc(/C=C/c2ccc3cccc(OC(C)=O)c3n2)ccc1O	-0.5	4	-46	0.0
O=S(=O)(Nc1nc2ccccc2nc1NC1CCCC1)c1ccc(Cl)s1	0.5	-18	-1	-0.1
CN(C)c1ccc(C(CN)N2CCc3ccccc3C2)cc1 (centres undefined)	-0.7	18	-1	-0.1
COc1ccc(C2(C(=O)N3CCC(Nc4nc5c(c(=O)[nH]4)CCCC5)CC3)CC2)cc1	0.6	-11	-2	0.1
C=CCn1cc(C)c(=O)n(CC(C)C)c1=O	-0.7	3	-23	0.0
CC(=O)N1CCc2cc(S(=O)(=O)NC(C(=O)NCc3ccc(F)cc3)C(C)C)ccc21 (centres undefined)	0.1	1	5	0.5
Cc1cccc(-n2c(CNC(=O)c3ccccc3)n[nH]c2=S)c1	-1.3	5	8	0.0
O=C(NCc1cccnc1)c1csc(Nc2ccc(N3CCOCC3)cc2)n1	-0.7	-9	8	-0.2
COc1cc(C(=O)NCC(c2cccn2C)N2CCCC2)cc(OC)c1OC (centres undefined)	-0.6	-13	-5	-0.1
COc1cc(NC(=O)COc2ccccc2Cl)cc(OC)c1	0.5	-2	-7	0.8
CCOC(=O)CC(NS(=O)(=O)c1ccc(OC)c(OC)c1)c1cccc([N+](=O)[O-])c1 (centres undefined)	-0.2	-1	-1	0.0
CCOC(=O)c1sc(NC(=O)c2cccc(C)c2)nc1C	-4.4	4	-74	0.1
CCc1ccc(/C=C2/Sc3ccccc3N(CC(=O)NCCN3CCCC3)C2=O)cc1	1.0	-14	-4	-0.8
O=C1CCN=C(Nc2ccc(F)cc2)N1Cc1ccccc1	1.3	-3	-1	0.0
CC(C)Oc1ccc(Br)cc1C(=O)N/N=C/c1ccco1	0.6	-2	38*	0.0
COc1ccccc1/C=N/NC(=O)c1ccc(Cl)cc1Cl	0.6	8	-3	0.0
Cc1cc(C)nc(NC(=O)c2sc3ccccc3c2Cl)c1	1.4	-9	-14	0.1
CCOc1ccccc1Nc1cc(C)nc2nnnn12	-0.5	13	-2	1.6
CN(Cc1cccs1)C(=O)CC1(c2ccc(-c3ccccc3)cc2)CC(=O)N(C)C1=O (centres undefined)	-1.5	11	-77	0.1
CC1(C(=O)NC2CCN(Cc3ccccc3)CC2)CC1(Cl)Cl (centres undefined)	-0.4	-5	-2	0.0
CCOc1ccccc1NC(=O)CCSCCC(=O)Nc1ccccc1OCC	1.0	-22	-15	0.4
NNC(=O)CSc1nc(-c2ccccc2)cn1-c1ccccc1	-1.6	12	-22	0.1
CCN(CC)C(=O)CSc1nnc(-c2ccco2)n1Cc1ccco1	0.6	30	9	0.1
COc1cc(CCC(=O)N2CCCCC2c2nc3cc(C)c(C)cc3[nH]2)on1 (centres undefined)	-0.9	-1	41*	0.1
Cc1c(CN2CCCCC2CO)c(=O)n(-c2ccccc2)n1C (centres undefined)	-0.4	-5	1	0.0
COc1cc(NC(=O)c2cnn3c2NC(c2ccc(C)cc2)CC3C(F)(F)F)cc(OC)c1OC (centres undefined)	3.7	-4	-2	0.0
Cc1ccc(-c2nnn(CC(=O)N(CC(=O)NC3CCCC3)c3ccccc3F)n2)o1	-1.1	-8	2	-0.2
CCC(=O)Nc1c(-c2ccc3ccccc3c2)nc2ccccn12	0.2	9	-21	0.2
C/C(Cn1cnc([N+](=O)[O-])n1)=N\NC(=O)c1cccnc1	0.4	-1	-6	-0.4
Continuation.
SMILES	GPR151 ag	MITF primary	TEAD-YAP inh	FBW7 activator
CCC(C)(C)c1ccc(OCCCC[n+]2ccc(C)cc2)c(C(C)(C)CC)c1	0.3	-8	45*	-0.1
COC(=O)c1ccc(C(=O)OC)c(NC(=O)CSc2nnc3ccccn23)c1	0.2	-9	3	0.0
CCc1c(C)nc(-n2nc(-c3ccco3)cc2NC(=O)C2CCCC2)[nH]c1=O	-1.0	3	-6	0.1
O=C(NCc1ccco1)C(c1ccccc1F)N(C(=O)Cc1cccs1)c1cccnc1 (centres undefined)	-0.7	9	8	0.7
COC(F)(C(=O)Nc1cccc(Cl)c1C(=O)O)C(F)(F)F (centres undefined)	0.3	1	8	0.0
O=C(COc1ccc(/C=N/N2C(=O)c3ccccc3C2=O)cc1)N1CCOCC1	1.3	13	5	-0.1
CC(C)N1C(=O)CCC1C(=O)NCc1ccc(F)cc1 (centres undefined)	-0.8	19	6	-0.1
Cn1cc(-c2cn(C)nc2-c2ccnc(Nc3ccc(N4CCOCC4)cc3)c2)cn1	-0.2	0	10	-0.4
COC(=O)CSc1nnc(-c2ccncc2)n1C	-0.5	11	-6	-0.2
COc1cccn2c(C(=O)N3CCC3)c(C(F)(F)F)nc12	6.2*	8	17	0.1
N#C/C(=C\Nc1ccc(F)c([N+](=O)[O-])c1)c1nc(-c2cccc([N+](=O)[O-])c2)cs1	8.8*	-8	-3	0.0
Cc1cc(C(=O)Nc2ccc(-c3ccn[nH]3)cc2)c(C)o1	-5.7	11	-53	-0.2
O=S(=O)(NCCCN1CCOCC1)c1ccc(F)c(Cl)c1	-1.3	-22	4	0.2
COc1ccc(C2NCC(C(=O)O)S2)cc1 (centres undefined)	0.3	7	8	0.0
COc1ccc(-c2nnc(SCC(N)=O)n2CCc2ccccc2)cc1	-0.2	0	-1	-0.2
C=CC[C@@H]1CC=C[C@@H](C)N1Cc1nc(-c2ccc3c(c2)OCO3)no1	1.6	-3	8	0.1
CC(C)NC(=O)CSc1nnc(Cc2ccccc2)n1CC1CCCO1 (centres undefined)	-1.2	6	-1	-0.1
COc1cccc(-c2nc3cnccn3c2NCc2cccs2)c1OC	0.0	12	-11	0.3
CC(C)n1cnc2c(Nc3ccccc3)nc(Cl)nc21	-3.5	8	-4	-0.1
C=CCNC(=O)/C=C/c1cccc([N+](=O)[O-])c1	-1.0	1	0	0.0
COc1cccc2sc(=NC(=O)c3cccc(S(C)(=O)=O)c3)n(C)c12	1.3	4	-16	0.0
CCCNC(=O)c1cc(-c2ccc(C)o2)nc2ccccc12	4.2	21	0	0.1
Cc1ccc2nc(-c3ccccn3)cc(C(=O)O)c2c1	-0.8	-8	-1	-0.6
O=C(NCCO)/C(=C1\Nc2ccc([N+](=O)[O-])cc2N1)[N+](=O)[O-]	-1.7	7	2	-0.2
CC(=O)Nc1nonc1-c1nc2ccccc2n1Cc1ccccc1	0.6	-11	1	-0.1
CCOc1ccc(S(=O)(=O)Nc2ccc(C)cc2Br)cc1	0.9	16	15	0.2
CC1CCCN(C(=O)C(Cc2c[nH]c3ccccc23)NC(=O)c2cccs2)C1 (centres undefined)	0.7	0	-8	0.0
Cc1ccccc1NC(=O)c1cc2cc(Cl)cc(Cl)c2oc1=N	1.3	6	2	0.0
CC1CN(C(=O)c2c(NC(=O)c3ccc(F)cc3)sc3c2CCC(C(C)(C)C)C3)CC(C)O1 (centres undefined)	-0.3	-4	-1	0.0
O=C(Nc1ccc(N2CCOCC2)cc1)c1cccc(-n2nccc2NC(=O)c2ccc(-c3ccccc3)o2)c1	-0.8	-7	4	0.2

Limited to FBW7 activator, TEAD-YAP inh and MITF primary, for some of the entries so far:
molecule | FBW7 activator | TEAD-YAP inh | MITF primary
O=C(NCCO)/C(=C1\Nc2ccc([N+](=O)[O-])cc2N1)[N+](=O)[O-] | -0.2 | 2 | 7
CC(=O)Nc1nonc1-c1nc2ccccc2n1Cc1ccccc1 | -0.1 | 1 | -11
CCOc1ccc(S(=O)(=O)Nc2ccc(C)cc2Br)cc1 | 0.2 | 15 | 16
CC1CCCN(C(=O)C(Cc2c[nH]c3ccccc23)NC(=O)c2cccs2)C1 (centres undefined) | 0.0 | -8 | 0
Cc1ccccc1NC(=O)c1cc2cc(Cl)cc(Cl)c2oc1=N | 0.0 | 2 | 6
CC1CN(C(=O)c2c(NC(=O)c3ccc(F)cc3)sc3c2CCC(C(C)(C)C)C3)CC(C)O1 (centres undefined) | 0.0 | -1 | -4

Carrying on:
SMILES	GPR151 ag	MITF primary	TEAD-YAP inh	FBW7 activator
O=C(Nc1ccc(Cl)cn1)c1ccc(N2C(=O)c3ccc([N+](=O)[O-])cc3C2=O)cc1	-0.1	-10	-60	0.0
Cc1nc2c(C(=O)NCc3ccc(F)cc3)cnn2c(C)c1Cc1cccc(Cl)c1	1.7	-14	1	0.0
CCc1ccc(NC(=O)CSC2=C(C#N)C(c3ccccc3Cl)C(C(=O)OC)=C(C)N2)cc1 (centres undefined)	-0.8	4	22	-0.1
N=c1oc2ccc3ccccc3c2cc1C(=O)Nc1ccccc1	-0.7	2	-8	-0.1
O=C(O)CC(NC(=O)C12CC3CC(CC(C3)C1)C2)c1cccc([N+](=O)[O-])c1 (centres undefined)	6.0*	-4	-13	-0.1
Cc1ccc(C(=O)Oc2coc(CSc3ncccn3)cc2=O)cc1C	-0.1	-7	-1	-0.1
O=C(CSc1nc2ccccc2[nH]1)Nc1ccccc1[N+](=O)[O-]	-1.0	26	-18	1.2
Cc1nc2c3ccccc3nc(NNC(=O)CCC(=O)NC3CCC(C)CC3)n2n1 (centres undefined)	-0.6	5	2	0.1
CC(=O)Nc1ccc(Nc2nc(-c3ccc(N4CCOCC4)nc3)nc3c2ncn3C(C)C)cc1	-0.8	15	29	0.6
O=C(/C=C/Nc1ccccc1O)c1ccc(Br)cc1	3.0	-1	-63	-0.2

In a second layout: entries from further up.
> N=c1oc2ccc3ccccc3c2cc1C(=O)Nc1ccccc1
  GPR151 ag: -0.7	MITF primary: 2	TEAD-YAP inh: -8	FBW7 activator: -0.1
> O=C(O)CC(NC(=O)C12CC3CC(CC(C3)C1)C2)c1cccc([N+](=O)[O-])c1 (centres undefined)
  GPR151 ag: 6.0*	MITF primary: -4	TEAD-YAP inh: -13	FBW7 activator: -0.1
> Cc1ccc(C(=O)Oc2coc(CSc3ncccn3)cc2=O)cc1C
  GPR151 ag: -0.1	MITF primary: -7	TEAD-YAP inh: -1	FBW7 activator: -0.1
> O=C(CSc1nc2ccccc2[nH]1)Nc1ccccc1[N+](=O)[O-]
  GPR151 ag: -1.0	MITF primary: 26	TEAD-YAP inh: -18	FBW7 activator: 1.2

Further results
SMILES	GPR151 ag	MITF primary	TEAD-YAP inh	FBW7 activator
O=C(/C=C/c1cccc(N2C(=O)C=CC2=O)c1)c1ccccc1	-1.3	-8	-40	-0.1
CCOc1nc(Nc2ccc(Cl)cc2)nc(NC2CCCCC2)n1	0.3	22	5	0.0
CCC(=O)Nc1ccc(S(=O)(=O)Nc2ccc(F)cc2)cc1	0.1	16	18	0.1
CN(C)N1C(=O)CC(Nc2ccc(F)cc2)C1=O (centres undefined)	-1.0	13	9	0.0
O=C(CN(C(=O)c1csnn1)c1ccccc1F)NC1CCCCC1	-0.4	-4	-4	-0.1
CCCCOC(=O)Nc1sc2c(c1C(=O)OCC)CCC(C)C2 (centres undefined)	-1.0	14	5	0.7
O=C(Nc1cccc(-c2nc3ncccc3o2)c1)c1cc2ccccc2o1	0.3	-10	-5	-0.1
CCc1nnc(NC(=O)CSc2nc(N)c(C#N)cc2C#N)s1	-0.2	-2	-18	-0.1
CCN(CC)CCn1nnc2c(=O)oc3ccccc3c21	3.3	-78	-1	-0.1
